Compound activity deposited in PubChem BioAssay by National Center for Advancing Translational Sciences (NCATS).
PI5P4K alpha inh: qHTS for Inhibitors of phosphatidylinositol 5-phosphate 4-kinase (PI5P4K). Phosphatidylinositol 5-phosphate 4-kinase type-2 alpha (Homo sapiens), P48426. PI5P4Kalpha enzyme, ADP-Glo luminescence, 60 min; active compounds read low. max response, %. hit rate 1.2% among 330,000; active = max response of -50% or lower; inconclusive = between -30% and -50%; inactive = -30% or higher; note: value at the top dose of about 77 µM; % is set by controls: 0 for no effect and ±100 for the full control effect
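Human PI5P4Kalpha with substrate in 0.038 M HEPES pH 7.4, 0.28 mM EGTA, 0.1% CHAPS, 5% DMSO; reaction started with 5 microM ATP (final), 60 min at room temperature. ADP formed read by ADP-Glo luminescence.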
GLP-1R inv ag: qHTS of GLP-1 Receptor Inverse Agonists (Inhibition Mode). Glucagon-like peptide 1 receptor (Homo sapiens), P43220. HEK293 GLP-1R CRE-luciferase, luminescence, 24 h; GLP-1R form is constitutively active. Potency, µM (highest dose often 38.3 µM), for the others: at the highest dose activity change, negative = inhibition, usual class: inhibitors. hit rate 1.6% among 410,000. AID 624417, 2012; note: potency is the fitted concentration of half-maximal effect; % is set by controls: 0 for no effect and ±100 for the full control effect; nearly all actives have a fitted effect of over 55% in size
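GLP-1R inverse agonism mode: basal reporter luminescence in engineered HEK293 cells measured after one day of compound exposure at 37 deg C, with a 12 min room-temperature detection step.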
WRN helicase inh: qHTS for Inhibitors of WRN Helicase; hit rate 0.46% among 360,000; Bifunctional 3'-5' exonuclease/ATP-dependent helicase WRN (Homo sapiens), Q14191; Potency, µM (top dose mostly 114 µM), for the others: at the top dose activity change, negative = inhibition, actives largely listed as inhibitors; WRN helicase unwinding, fluorescent forked duplex, kinetic; AID 651768, 2012; note: potency is the fitted concentration of half-maximal effect; % is set by controls: 0 for no effect and ±100 for the full control effect; nearly all actives have a fitted effect of over 55% in size
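WRN at 20 nM final was preincubated with compound for 15 min at room temperature; reaction started with 100 nM forked duplex oligonucleotide carrying fluorophore and quencher plus 2 mM ATP (final). Unwinding followed kinetically by red fluorescence (ex 525/em 598 nm).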
PLK1 PBD inh: qHTS for Inhibitors of PLK1-PDB (polo-like kinase 1 - polo-box domain): Primary Screen; Plk1 PBD binding of FITC phosphopeptide, fluorescence polarization; hit rate 2.8% among 360,000; Serine/threonine-protein kinase PLK1 (Homo sapiens), P53350; Potency, µM, for inactives: max response, negative = inhibition, most hits filed as inhibitors; note: potency is the fitted concentration of half-maximal effect; series mostly up to about 57 µM; % is set by controls: 0 for no effect and ±100 for the full control effect; nearly all actives have a fitted effect of over 65% in size
Target sequence (P53350 whole entry, looked up, the tested form may be a part): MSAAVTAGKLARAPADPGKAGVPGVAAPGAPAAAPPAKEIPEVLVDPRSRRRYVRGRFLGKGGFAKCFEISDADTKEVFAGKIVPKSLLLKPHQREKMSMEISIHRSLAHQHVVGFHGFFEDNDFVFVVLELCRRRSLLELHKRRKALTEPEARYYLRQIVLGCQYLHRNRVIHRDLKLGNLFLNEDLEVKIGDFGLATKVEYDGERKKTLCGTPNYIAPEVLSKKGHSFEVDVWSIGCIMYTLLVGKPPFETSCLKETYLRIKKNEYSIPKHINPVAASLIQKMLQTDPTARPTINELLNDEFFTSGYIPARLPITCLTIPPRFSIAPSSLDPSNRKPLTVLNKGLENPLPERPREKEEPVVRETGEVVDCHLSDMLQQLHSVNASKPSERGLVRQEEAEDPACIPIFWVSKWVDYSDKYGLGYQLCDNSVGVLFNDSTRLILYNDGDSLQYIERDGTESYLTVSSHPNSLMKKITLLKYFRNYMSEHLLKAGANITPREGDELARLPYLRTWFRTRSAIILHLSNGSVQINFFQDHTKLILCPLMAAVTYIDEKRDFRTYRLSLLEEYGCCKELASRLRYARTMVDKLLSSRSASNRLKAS
GLP1R cytotox: qHTS of GLP-1 Receptor Inverse Agonists: Cytotox Screen; HEK293 cAMP-luciferase reporter cells, luminescence, 24 h; Potency, µM (top dose mostly 38.3 µM), for the others: top-dose activity change, negative = inhibition, actives largely listed as inhibitors; hit rate 0.13% among 410,000; AID 624418, 2012;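 note: loss of luciferase light is scored as toxicity; potency is the fitted concentration of half-maximal effect; % is set by controls: 0 for no effect and ±100 for the full control effect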
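Seeding density was 200 cells/uL; after overnight-length (12 h) culture, 23 nL compounds went on for 24 h at 37 °C. Readout used a luciferase detection reagent, luminescence taken after 12 min at room temperature.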
GLP-1R agonist: qHTS of GLP-1 Receptor Agonists; HEK293 GLP-1R CRE-luciferase, luminescence, 4-6 h; cells express a hypersensitive GLP-1R form; AID 624172, 2012; Potency, µM (top dose mostly 45.6 µM), for the others: at the highest dose activation, actives largely listed as activators; hit rate 0.007% among 380,000; Glucagon-like peptide 1 receptor (Homo sapiens), P43220; note: potency is the fitted concentration of half-maximal effect; % of control where 0% means no effect
DRD3 agonist: qHTS of D3 Dopamine Receptor Agonist: qHTS; D3R DiscoveRx beta-arrestin cells, luminescence, 90 min; max activation, %; hit rate 0.58% among 410,000; AID 652048, 2013; in the data active = max activation above about 30%; note: 0% is about no effect; mostly tested at two doses, the higher about 12 µM
Target sequence (P35462 whole entry, looked up): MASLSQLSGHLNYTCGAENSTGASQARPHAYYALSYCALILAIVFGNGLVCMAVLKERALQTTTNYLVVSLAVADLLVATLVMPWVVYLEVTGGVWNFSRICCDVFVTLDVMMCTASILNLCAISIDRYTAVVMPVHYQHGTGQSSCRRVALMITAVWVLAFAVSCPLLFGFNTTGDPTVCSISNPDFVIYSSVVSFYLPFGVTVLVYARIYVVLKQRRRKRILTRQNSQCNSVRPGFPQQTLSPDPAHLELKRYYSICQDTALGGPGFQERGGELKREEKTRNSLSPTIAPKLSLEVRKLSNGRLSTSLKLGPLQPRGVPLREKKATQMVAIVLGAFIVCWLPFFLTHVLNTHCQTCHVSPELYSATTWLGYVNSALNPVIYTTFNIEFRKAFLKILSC
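Cells at 1500/well, incubated overnight, then treated with pinned compounds (dopamine as control) for 90 min at 37 degrees C. DiscoveRx reagent added for 30 - 60 minutes at room temperature; luminescence read.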
DRD3 antagonist: qHTS of D3 Dopamine Receptor Antagonist: qHTS | hit rate 2.5% among 360,000 | AID 652054, 2013 | D3R cells, DiscoveRx beta-arrestin luminescence, antagonist mode; active compounds read low | max response, negative = inhibition, %; in the data active = max response below about -50%; inconclusive = no clear call, values can overlap the other calls; note: % is set by controls: 0 for no effect and ±100 for the full control effect; mostly tested at two doses, the higher about 12 µM
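Cells plated overnight at 1500 cells/well, then exposed to library compounds with dopamine controls for 90 minutes at 37 degrees C. DiscoveRx reagent added for 30–60 minutes at room temperature; luminescence read, quantitative HTS format.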
IL2 activator: qHTS of IL-2 Activators; IL-2 activation reporter assay, cell-based qHTS; stimulated with anti-CD3/CD4/CD28 beads; in transgenic mouse T cells; activation, % (series mostly up to about 46 µM); hit rate 0.065% among 360,000; AID 652025, 2013; in the data active = activation above about 50%; inconclusive = mostly about 30% to 49%; note: 0% is about no effect
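EGFP and DsRed fluorescence is measured by plate cytometry in unstimulated transgenic mouse T cells exposed to compound for 60 minutes, then stimulated 18 hours at 37 degrees C with anti-CD3/anti-CD4 beads plus anti-CD28.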
* marks the source's active call; other numbers are inactive results; ? = inconclusive; . = not tested or not shown; [ ] = another dose, or the depositor's remark. Unless noted, calls come from the whole dose curve; as a rule, active = well fitted curve in the direction sought with a large enough effect; inconclusive = small, poorly fitted or top-dose-only effect, or another doubt; inactive = no such curve, though single readings can be large; an effect the other way counts as inactive or inconclusive.

nr	molecule	PI5P4K alpha inh	GLP-1R inv ag	WRN helicase inh	PLK1 PBD inh	GLP1R cytotox
1	O=C(NC1CCCCC1)C(c1cccs1)N(CCCN1CCOCC1)C(=O)c1ccc(-c2ccccc2)[nH]1 (stereo unspecified)	20	?	-10%	-26%	-5%
2	CCc1ccc(/C=N/NC(=O)c2ccc(OC3CCCC3)cc2)s1	-23	?	-3%	12µM*	-13%
3	COc1ccccc1C(=O)Nc1ccccc1C(=O)NC1CCCCC1	2	?	-11%	-8%	-1%
4	COc1ccc(/C(C)=N/NC(=O)C2C3CCCCC32)c(OC)c1 (stereo unspecified)	-5	9%	16%	-20%	0%
5	Cc1c(Cl)c([N+](=O)[O-])nn1CCCC(=O)N(Cc1ccccc1)Cc1ccccc1	16	?	-5%	-9%	-8%
6	O=C1NCCNC1c1ccccc1 (stereo unspecified)	2	2%	1%	-7%	8%
7	CC(C)NC(=O)CSc1nnc(-c2ccncc2)n1-c1ccccc1	5	3%	-14%	-12%	-6%
8	O=C(O)c1ccc(N2C(=O)CC(N3CCN(c4ccc(Cl)cc4)CC3)C2=O)cc1 (stereo unspecified)	-1	1%	0%	-11%	-2%
9	COC(=O)[C@@]12C[C@@H](CC(=O)NCCc3ccccc3OC)C(=O)N(Cc3ccco3)C1=CCC(C)(C)C2	-8	?	-2%	-17%	-6%
10	Cc1cccc(NC(=O)/C(C#N)=C/c2cccc([N+](=O)[O-])c2)n1	-6	?	-3%	27µM*	6%

nr	GLP-1R agonist	DRD3 agonist	DRD3 antagonist	IL2 activator
1	20%	-27	-26	2.2
2	-9%	1	2	2.4
3	-2%	1	15	-0.8
4	11%	-1	-12	-1.4
5	6%	-10	-9	-4.4
6	-5%	7	12	-2.5
7	1%	-19	5	0.9
8	-4%	0	6	0.1
9	.	-16	-7	0.0
10	6%	3	70	-2.1

Individual results from above.
DRD3 agonist, O=C(NC1CCCCC1)C(c1cccs1)N(CCCN1CCOCC1)C(=O)c1ccc(-c2ccccc2)[nH]1 (stereo unspecified) : -27
IL2 activator, COC(=O)[C@@]12C[C@@H](CC(=O)NCCc3ccccc3OC)C(=O)N(Cc3ccco3)C1=CCC(C)(C)C2 : 0.0
PI5P4K alpha inh, COc1ccc(/C(C)=N/NC(=O)C2C3CCCCC32)c(OC)c1 (stereo unspecified) : -5
PLK1 PBD inh, COc1ccccc1C(=O)Nc1ccccc1C(=O)NC1CCCCC1 : -8%

Returning to the listing, starting 2 compounds before the break.
nr	molecule	PI5P4K alpha inh	GLP-1R inv ag	WRN helicase inh	PLK1 PBD inh	GLP1R cytotox
9	COC(=O)[C@@]12C[C@@H](CC(=O)NCCc3ccccc3OC)C(=O)N(Cc3ccco3)C1=CCC(C)(C)C2	-8	?	-2%	-17%	-6%
10	Cc1cccc(NC(=O)/C(C#N)=C/c2cccc([N+](=O)[O-])c2)n1	-6	?	-3%	27µM*	6%
11	Nc1ccc2oc(CCc3ccccc3)nc2c1	1	-1%	-1%	0%	-3%
12	CCCC(=O)Nc1nnc(SCC(=O)Nc2ccc3c(c2)OCO3)s1	0	6%	-2%	-4%	-12%
13	Cc1nonc1OC(C)CNc1ccc([N+](=O)[O-])cc1 (stereo unspecified)	1	7%	4%	-9%	?
14	O=C(CSc1nnc(SCc2ccccc2)s1)N/N=C/c1c(Cl)cccc1Cl	10	2%	-3%	-7%	-9%
15	N=c1c(C(=O)NCCc2ccccc2)cc2c(=O)n3ccccc3nc2n1CC1CCCO1 (stereo unspecified)	-1	14%	0%	0%	.
16	COCCNC(=O)CSc1nc2ccccc2c(=O)n1CCC(=O)NCCc1ccc(OC)c(OC)c1	5	9%	-1%	1%	-1%
17	COc1ccc(Cl)cc1NC(=O)CN(C)C(=O)Cc1n[nH]c(=O)c2ccccc12	4	-4%	6%	-2%	-15%
18	Cc1nn(C)c(C)c1Nc1ccc(N2C(=O)C3C4C=CC(C4)C3C2=O)cc1[N+](=O)[O-] (stereo unspecified)	-2	7%	-4%	2%	-14%
19	CCCC(=O)Nc1ccc(Cl)c(NC(=O)c2ccc([N+](=O)[O-])cc2Cl)c1	1	-24%	-15%	0%	2%
20	COc1cc(CCCN2C(=O)C(=O)NC[C@@H]2CC2CCCCC2)cc(OC)c1OC	-8	5%	9%	-14%	1%

nr	GLP-1R agonist	DRD3 agonist	DRD3 antagonist	IL2 activator
9	.	-16	-7	0.0
10	6%	3	70	-2.1
11	-2%	-1	-12	-0.4
12	2%	1	11	-0.1
13	4%	-2	-29	-2.0
14	3%	6	35	2.5
15	3%	-7	-1	-1.3
16	1%	-5	3	1.4
17	0%	-9	?	0.3
18	15%	-3	4	-0.7
19	10%	4	0	-0.2
20	5%	5	3	1.1

Continuation:
nr	molecule	PI5P4K alpha inh	GLP-1R inv ag	WRN helicase inh	PLK1 PBD inh	GLP1R cytotox
21	O=C(Nc1ccc2c(c1)OCCO2)c1ccc(NC(=O)C2CCCO2)cc1 (stereo unspecified)	.	0%	-12%	2%	-24%
22	CC(C)C(=O)N1CCN(c2ccc(NC(=O)c3ccc(Br)o3)cc2)CC1	-2	1%	-8%[57.1 µM]	2%	-12%
23	COc1ccccc1-n1cnnc1SC1CCOC1=O (stereo unspecified)	-7	-1%	-26%[57.1 µM]	-3%	-14%
24	CC1(c2ccccc2)C(C#N)C(=O)NC(=O)C1C#N (stereo unspecified)	-26	1%	-14%	-1%	2%
25	O=C(O)Cc1ccc(NC(=O)CCN2C(=O)c3ccc([N+](=O)[O-])cc3C2=O)cc1	-1	19%	-5%[57.1 µM]	-4%	3%
26	CCC(c1ccccc1)C(CC)c1cc(O)c(O)c(O)c1 (stereo unspecified)	-6	?	45µM*	6µM*	?
27	Cc1cc2nc(-c3ccc[nH]c3=O)n(Cc3ccccc3F)c2cc1C	0	27%	8%	3%	-5%
28	CCCc1cc(=O)[nH]c(SCC(=O)N2c3ccccc3NC(=O)C2(C)C)n1	-22	9%	3%	-17%	2%
29	CC(Oc1ccc(Br)cc1)C(=O)Nc1cc(Cl)ccc1N1CCN(C)CC1 (stereo unspecified)	16	?	-6%	2%	?
30	COc1cccc(-c2nn(-c3ccccc3)cc2C(=O)n2nnc3ccccc32)c1	-1	17%	2%	-9%	-9%

nr	GLP-1R agonist	DRD3 agonist	DRD3 antagonist	IL2 activator
21	11%	-4	-27	-2.1
22	2%	-6	32	-1.3
23	-4%	2	0	1.8
24	0%	-7	0	-0.5
25	-1%	1	14	-0.7
26	5%	-14	-17	-0.3
27	1%	-1	-13	-4.9
28	-3%	-3	0	-0.4
29	19%	-9	-1	-4.3
30	0%	5	-9	0.0

(continued)
nr	molecule	PI5P4K alpha inh	GLP-1R inv ag	WRN helicase inh	PLK1 PBD inh	GLP1R cytotox
31	Cc1cc2c(=O)n(C)c(SCC(=O)c3cc4ccccc4o3)nc2s1	.	-5%	-25%[57.1 µM]	-1%	18%
32	CCC1CCCCN1C1Sc2ccc(C(=O)OC)cc2NC1=O (stereo unspecified)	.	-7%	-10%	2%	10%
33	Cc1cc(C)n(C(C)CNS(=O)(=O)c2ccc(Cl)cc2)n1 (stereo unspecified)	-2	-1%	8%	-13%	2%
34	COc1ccc(C(=O)Nc2cc([N+](=O)[O-])ccc2N2CCCC2)cc1	9	?	-4%	3%	-25%
35	CCOCCSc1nnc2nc(C)cc(C)n12	8	10%	-26%[57.1 µM]	-4%	-11%
36	CCCc1ccc(C(O)c2ncc(-c3cccc(OC)c3)[nH]2)cc1 (stereo unspecified)	14	?	-8%[57.1 µM]	-2%	2%
37	O=C(CCn1nc(-c2ccc(Cl)cc2)ccc1=O)NCCc1ccccc1	.	-6%	.	.	-2%
38	COc1ccc2nc(C)cc(SCC(=O)NNC(=O)COc3cccc4ccccc34)c2c1	1	?	-13%	1%	?
39	CCCc1ccc(C(O)c2ncc(-c3ccccc3)[nH]2)cc1 (stereo unspecified)	1	?	-3%	-2%	29%
40	N#Cc1ccc(-c2ccc(F)cc2)nc1Oc1ccc(Cl)c(Cl)c1	1	2%	-2%	-3%	3%
41	COCCn1c(C)cc(C(=O)COC(=O)/C=C/c2c(C)nn(C3CCS(=O)(=O)C3)c2Cl)c1C (stereo unspecified)	6	11%	5%	-1%	-17%
42	C=CCc1cccc(/C=N/NC(=O)CCCNc2ccc(C)cc2)c1O	15	10µM*	0%	12%	?

nr	GLP-1R agonist	DRD3 agonist	DRD3 antagonist	IL2 activator
31	0%	2	-3	-2.1
32	18%	-4	-3	-0.5
33	9%	-3	-5	0.1
34	25%	-1	-1	-0.4
35	-2%	6	10	2.0
36	-2%	-12	0	-0.6
37	0%	-9	.	.
38	-15%	2	5	-0.6
39	16%	-6	4	0.8
40	14%	2	6	-2.1
41	-1%	7	5	0.0
42	3%	-9	?	1.5
